ATG4B inh: ATG4B (human) cysteine protease inhibition; Q9Y4P1; ATG4B cleavage of LC3-PLA2, NBD-HPC fluorescence, 1 h; inhibition, % at 8.33 µM; hit rate 0.51% among 340,000; AID 504462; in the data active = inhibition above about 40%
Target sequence (Q9Y4P1 whole entry, looked up): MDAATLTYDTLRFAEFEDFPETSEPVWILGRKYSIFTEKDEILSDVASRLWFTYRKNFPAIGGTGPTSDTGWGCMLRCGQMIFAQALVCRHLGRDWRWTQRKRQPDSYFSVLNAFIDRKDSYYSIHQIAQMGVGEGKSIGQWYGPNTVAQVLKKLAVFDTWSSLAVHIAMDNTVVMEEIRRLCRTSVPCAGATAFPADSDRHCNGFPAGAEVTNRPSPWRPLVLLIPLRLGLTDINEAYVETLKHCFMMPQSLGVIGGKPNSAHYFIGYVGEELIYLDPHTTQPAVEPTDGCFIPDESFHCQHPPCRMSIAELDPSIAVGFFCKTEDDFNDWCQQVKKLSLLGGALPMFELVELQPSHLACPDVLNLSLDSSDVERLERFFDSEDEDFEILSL
PfGluPho inh: PfG6PD (Plasmodium falciparum) enzyme inhibition; PfGluPho enzyme, NADPH resazurin-diaphorase fluorescence; inhibition, % at 20 µM; hit rate 0.78% among 350,000; AID 504690;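 active = inhibition reaching at least a set limit at 20 µM in the primary screen, cut at about 59% in these data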;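 note: 0% = DMSO wells with substrate and 100% = DMSO wells lacking glucose-6-phosphate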
hIAP activ: human IAP activation. purified human IAP, CDP-Star luminescence, 30 min; hits give high values; 1 = vehicle-only enzyme, 0 = enzyme-free background. P09923. hit rate 0.16% among 330,000. activation factor at 10 µM;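 active = activation factor of the enzyme at least 2-fold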; note: the source names both 10 and 20 µM as test concentration; values of inactives mirror those of a sister screen read the other way
APOBEC3A inh: human APOBEC3A DNA deaminase inhibition | P31941 | recombinant A3A, FAM/TAMRA ssDNA deamination fluorescence | inhibition, % at 20 µM | hit rate 0.41% among 330,000 | AID 493011;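 active = at least 40% inhibition at 20 µM here, with at most 30% in a related deaminase screen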;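 note: plate controls were A3A with DMSO for no effect and wells lacking A3A enzyme for full effect; some results filed as inactive read as strong as hits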
Target sequence (P31941 whole entry, looked up): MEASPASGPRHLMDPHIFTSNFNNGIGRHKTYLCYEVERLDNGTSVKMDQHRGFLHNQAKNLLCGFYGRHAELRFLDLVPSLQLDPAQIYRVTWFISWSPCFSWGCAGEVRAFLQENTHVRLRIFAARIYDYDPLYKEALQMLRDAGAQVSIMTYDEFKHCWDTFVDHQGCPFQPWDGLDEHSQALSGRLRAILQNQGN
HKDC1 inhibitor: blocks human hexokinase HKDC1 activity | recombinant HKDC1, G6PDH/diaphorase resazurin coupled fluorescence | inhibition, % at 20 µM | Q2TB90 | hit rate 0.16% among 340,000;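 active = inhibition above about 35% when tested at 20 µM, limit read from the data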;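 note: plate controls were DMSO wells with enzyme for no effect and DMSO wells lacking enzyme for full effect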
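test system = in-house recombinant HK5 (HKDC1) enzyme | amount = HKDC1 at 5 µg/mL | control set = DMSO-enzyme wells negative, buffer-substituted wells positive | compound = one dose of 20 µM, 1% DMSO | schedule = reaction time 90 min, room temperature, protected from light | technique = resorufin fluorescence at 613 nm | reagent = glucose with 1 mM ATP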
mIAP inh: mouse IAP inhibition | hit rate 0.2% among 330,000 | purified mouse IAP, CDP-Star luminescence, 30 min | AID 2806 | inhibition, % at 10 µM;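 active = inhibition of at least 40% at 10 µM in the primary screen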;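 note: plate controls were DMSO with enzyme for no effect and no enzyme wells for full effect; values of inactives mirror those of a sister screen read the other way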
mIAP activ: mouse IAP activation. muIAP, CDP-Star luminescence, 30 min; hits give high values; 1 = vehicle-only enzyme signal, 0 = enzyme-free wells. activation factor at 10 µM. hit rate 0.24% among 330,000. AID 2805;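 active = activation factor of at least 2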; note: the source names both 10 and 20 µM as test concentration; values of inactives mirror those of a sister screen read the other way
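Assay system: mouse IAP enzyme; reagent: chemiluminescent substrate CDP-Star; dosing: test compounds delivered from DMSO solution; schedule: 30 min at room temperature; measured by: luminescence from enzymatic CDP-Star hydrolysis; controls: DMSO-only wells and no-enzyme negative control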
hIAP inh: human IAP inhibition. purified IAP, CDP-Star luminescence, 30 min. inhibition, % at 10 µM. hit rate 0.12% among 330,000. AID 2544;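 active = inhibition reaching a set limit with compound at 10 µM in the primary screen, cut at about 35% in these data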;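 note: plate controls were DMSO wells with enzyme for no effect and no-enzyme buffer wells for full effect; values of inactives mirror those of a sister screen read the other way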
An asterisk follows results filed as active; . = no result given.

SMILES	ATG4B inh	PfGluPho inh	hIAP activ	APOBEC3A inh	HKDC1 inhibitor	mIAP inh	mIAP activ	hIAP inh
C/C=C(/C)C(=O)Nc1cccc(C2=NOC3(C2)C[C@H](C(N)=O)N(C(=O)COc2ccc(Cl)cc2)C3)c1 (stereo not given in full)	-24	5	1.1	-1	1	-14	1.1	-8
COc1ccc(CN(C(=O)CSc2nnc(-c3ccc(F)cc3)o2)c2ccc(F)cc2)cc1	3	12	0.84	-2	12	9	0.91	16
COc1ccc(Cl)cc1NC(=O)CN(C)C(=O)c1ccc(C)s1	-11	23	0.9	3	-3	3	0.97	10
COc1ccc(C(=O)c2ccc(N3CCOCC3)c([N+](=O)[O-])c2)cc1	-6	24	0.88	-1	-4	16	0.84	12
Cc1ccc(NC(=O)CN(C)C(=O)c2ccc(-n3cncn3)c([N+](=O)[O-])c2)cc1	0	1	1	3	0	3	0.97	0
Cc1ccn2cc(C34CC5CC(CC(C5)C3)C4)nc2c1	9	19	1	1	-8	1	0.99	-1
COc1ccccc1OCC(=O)N/N=C/c1c(O)ccc2ccccc12	.	.	1.4	-1	.	16	0.84	-35
CC(C)S(=O)(=O)c1cnc(-c2ccccn2)nc1N	-6	-10	1.2	-1	-4	1	0.99	-16
CCn1nnnc1SCC(=O)N1N=C(c2cccs2)CC1c1cccs1 (stereo not given)	3	19	0.83	2	4	-4	1	17
Clc1ccc(-c2nnc(SCc3ccon3)o2)c(Cl)c1	-1	-8	0.95	-4	-7	8	0.92	5
CN(C)S(=O)(=O)c1ccc(Cl)c(NC(=O)COC(=O)c2ccc3c(c2)NC(=O)CS3)c1	-5	29	1.1	-1	-7	-4	1	-10
CC(O)CNCCCOc1cccc(Oc2ccccc2)c1 (stereo not given)	2	-3	1.1	5	-2	5	0.95	-5
Cc1ccnc(SC2CC(=O)N(c3ccc(Cl)cc3)C2=O)n1 (stereo not given)	5	-10	0.84	1	-9	-2	1	16
CC(=O)c1ccc(NC(=O)CCC(=O)OCC(=O)c2cccc([N+](=O)[O-])c2)cc1	1	-15	0.89	-2	-6	4	0.96	11
COc1ccc(C)cc1N(CC(=O)Nc1cccnc1)S(=O)(=O)c1ccccc1	-15	14	1	-3	-7	-8	1.1	-2
O=C(NCCCN1CCCC1=O)Nc1ccc(Cl)cc1	-5	3	0.9	5	11	6	0.94	10
O=S(=O)(NCCSc1ccc(Cl)cc1)c1ccc(F)cc1	-1	3	0.83	3	3	-9	1.1	17
CC1CCCN(C(=O)C2CCN(c3ncnc4c3nc3n4CCCCC3)CC2)C1 (stereo not given)	27	3	1.1	-4	0	-1	1	-14
COc1cc(OC)cc(-c2c(C#Cc3ccsc3)c3cc(-c4ccc5c(c4)OCCO5)ccc3n2C)c1	1	-5	1	0	0	7	0.93	-2
C=C(C)CN(CC)c1ccc(N2C(=O)CCCC2=O)cc1[N+](=O)[O-]	1	24	0.79	1	-4	6	0.94	22
CN(C)CCCN(C(=O)c1ccc(S(=O)(=O)N2CCCCCC2)cc1)c1nc2ccc(Br)cc2s1	0	3	1.2	4	1	1	0.99	-15
S=c1[nH]nc(C2CC2)n1Cc1ccco1	10	12	0.81	-2	8	1	0.99	20
CCc1ccc(NC(=O)Cn2ncc3c4ccccc4n(C)c3c2=O)cc1	-8	-4	0.9	-2	-5	0	1	10
CN(C)S(=O)(=O)c1ccc(C(=O)OC2CCOC2=O)cc1 (stereo not given)	5	-6	1.3	-5	-3	-4	1	-28
CC1CCC(NC(=O)C2CC(=O)N(c3ccc(Cl)cc3)C2)CC1 (stereo not given)	-8	-7	0.88	-2	-2	-4	1	12
Cc1ccc(CCN2CC(C(=O)NCCCN3CCCCCC3)CC2=O)cc1 (stereo not given)	-13	14	1.1	-1	-14	-8	1.1	-8
CS(=O)(=O)c1cccc(-c2nnc(NC(=O)C3=COCCO3)o2)c1	-2	-3	1	-2	-1	4	0.96	-2
Nc1nc(=S)c2[nH]cnc2[nH]1	-5	34	1.1	0	-1	29	0.71	-8
S=c1[nH]nc(-c2cccs2)n1/N=C/c1cn(-c2ccccc2)nc1-c1ccccc1	-4	-3	1.2	-4	-2	2	0.98	-15
O=C(CSc1nnc(-c2ccco2)n1-c1ccccc1)NCCc1ccccc1	1	-23	1.2	-3	-6	5	0.95	-24
Cc1ccc(OCCNC(=O)c2cccc(S(=O)(=O)N3CCN(C)CC3)c2)cc1	2	-5	0.93	0	-6	-7	1.1	8
CCc1cc2c(=O)n(CCC(C)C)c(=S)[nH]c2s1	-10	18	0.94	-3	-1	-1	1	6
COCCCNc1ccc([N+](=O)[O-])cc1C(=O)Nc1cccc(C)n1	-2	14	0.85	-1	0	8	0.92	15
Clc1ccc(OCCN2CCCCC2)cc1Cl	5	-15	1.1	-4	-7	-16	1.2	-8
O=C(O)CC(=O)Nc1ccc(Oc2ccc(C(F)(F)F)cn2)c(Cl)c1	7	-22	0.99	-5	-1	1	0.99	1
CCOC(=O)[C@H]1[C@H]2COc3ccc(C)cc3[C@@H]2N2C(=O)c3cc(Br)ccc3NC(=O)[C@@]12C	-13	15	1	0	3	10	0.9	-2
CC1CN(C(=O)COC(=O)c2ccc(S(=O)(=O)N(C)C)cc2)CC(C)O1 (stereo not given)	-14	9	0.82	1	-3	7	0.93	18
Cc1ccc(SCC(=O)NCc2ccco2)cc1	-3	0	1.1	2	-6	15	0.85	-6
CCOc1ccc(CN(C)CC(=O)c2c(N)n(Cc3ccccc3)c(=O)n(CC)c2=O)cc1OC	-3	-22	1.1	-1	3	-14	1.1	-14
NN(CCO)C(=S)Nc1ccc(Cl)cc1	2	-10	1.1	3	-2	-1	1	-12
COCCn1c(SCC#N)nnc1-c1ccccc1O	-2	0	0.89	-1	-16	-1	1	11
COc1ccccc1NC(=O)C(=O)N1N=C(C(C)C)CC1(O)C(F)(F)F (stereo not given)	-4	-14	0.99	-3	-2	14	0.85	1
CCCCNC(=O)CC1N=C2c3ccccc3N=C(SCC(=O)Nc3ccccc3OC)N2C1=O (stereo not given)	0	-13	0.84	2	-2	6	0.94	16
COc1cccc(C(=O)NNC(=O)c2ccccc2)c1	3	-16	1	2	1	-7	1.1	0
COc1ccccc1NC(=O)Nc1ccccc1C(N)=O	-13	6	0.81	-2	9	3	0.97	18
CC1(C)Cc2c(C#N)c(SCc3nc4ccccc4[nH]3)nc(N3CCOCC3)c2CO1	0	45	0.98	-1	-1	-24	1.2	2
O=C(CSc1nncs1)N1CCN(S(=O)(=O)c2ccccc2)CC1	-2	13	1	-3	-9	-9	1.1	-1
Cc1cc(-c2ccc(S(=O)(=O)N3CCN(c4cccc(C(F)(F)F)c4)CC3)s2)on1	0	-10	1.1	-1	-5	5	0.95	-10
Clc1ccccc1OCCn1nnc2ccccc21	-5	0	1.2	-5	-4	2	0.98	-24
Cc1cccc(C)c1OCc1cc(C(=O)N(C)CCc2ccccn2)no1	16	-10	0.97	-2	-7	14	0.86	3
COc1ccccc1C(NC(=O)CC(C)C)c1c(O)ccc2ccccc12 (stereo not given)	-5	1	0.84	-3	7	-6	1.1	16
O=S(=O)(NC1CCCCC1N1CCN(c2ccccc2F)CC1)c1ccc(Cl)cc1 (stereo not given)	6	-5	1.1	-1	1	-3	1	-11
O=C(Nc1ccc2nsnc2c1)N1CCCCC1	-12	-1	1	2	5	-4	1	-1
COc1cc2c(cc1OC)C(C(=O)Nc1cccc(C)n1)C(c1cccnc1)N(C)C2=O (stereo not given)	-7	-8	0.97	-2	2	9	0.91	3
C=CCn1c(SCC(=O)/C(C#N)=C(\C)N)nc2sc(C)c(C)c2c1=O	2	-9	0.94	4	0	-2	1	6
COC(=O)c1ccc(Nc2cc(C)nc3ncnn23)cc1	-9	-5	0.88	-5	1	4	0.96	12
O=C(c1ccccc1)N1N=C(C(F)(F)F)CC1(O)c1ccccc1 (stereo not given)	4	-1	0.9	1	-5	2	0.98	10
CNC(=O)c1ccc(NC(=O)c2cc(S(=O)(=O)N3CCOCC3)ccc2N2CCCC2)cc1	-40	-10	0.79	-5	0	1	0.99	22
CCN(CC)c1ccc(S(=O)(=O)N2CCCCC2)cc1NC(=O)C1=COCCO1	-2	8	0.84	-3	0	1	0.99	16
Cc1cc(-c2nnc(-c3cccc(C(F)(F)F)c3)o2)no1	6	4	1.3	-2	-7	-5	1	-26

Entries shown so far containing a cyano group (three):
SMILES	ATG4B inh	PfGluPho inh	hIAP activ	APOBEC3A inh	HKDC1 inhibitor	mIAP inh	mIAP activ	hIAP inh
COCCn1c(SCC#N)nnc1-c1ccccc1O	-2	0	0.89	-1	-16	-1	1	11
CC1(C)Cc2c(C#N)c(SCc3nc4ccccc4[nH]3)nc(N3CCOCC3)c2CO1	0	45	0.98	-1	-1	-24	1.2	2
C=CCn1c(SCC(=O)/C(C#N)=C(\C)N)nc2sc(C)c(C)c2c1=O	2	-9	0.94	4	0	-2	1	6

Arranged by heavy-atom count (falling): part of the list above
SMILES	ATG4B inh	PfGluPho inh	hIAP activ	APOBEC3A inh	HKDC1 inhibitor	mIAP inh	mIAP activ	hIAP inh
Cc1cc(-c2ccc(S(=O)(=O)N3CCN(c4cccc(C(F)(F)F)c4)CC3)s2)on1	0	-10	1.1	-1	-5	5	0.95	-10
Cc1cccc(C)c1OCc1cc(C(=O)N(C)CCc2ccccn2)no1	16	-10	0.97	-2	-7	14	0.86	3
COC(=O)c1ccc(Nc2cc(C)nc3ncnn23)cc1	-9	-5	0.88	-5	1	4	0.96	12

Quoted from the listing:
In PfGluPho inh, CC1(C)Cc2c(C#N)c(SCc3nc4ccccc4[nH]3)nc(N3CCOCC3)c2CO1 has 45
In PfGluPho inh, CCN(CC)c1ccc(S(=O)(=O)N2CCCCC2)cc1NC(=O)C1=COCCO1 has 8
In hIAP inh, O=C(c1ccccc1)N1N=C(C(F)(F)F)CC1(O)c1ccccc1 (stereo not given) has 10
In PfGluPho inh, O=C(CSc1nncs1)N1CCN(S(=O)(=O)c2ccccc2)CC1 has 13

Next part:
SMILES	ATG4B inh	PfGluPho inh	hIAP activ	APOBEC3A inh	HKDC1 inhibitor	mIAP inh	mIAP activ	hIAP inh
COc1ccc(N2C(=O)CC(Sc3nc(C)cc(C)c3C#N)C2=O)cc1 (stereo not given)	-9	-1	1.1	1	-7	-4	1	-11
c1cncc(C(c2nnnn2C2CCCC2)N2CCN(Cc3ccc4c(c3)OCO4)CC2)c1 (stereo not given)	3	-14	1.1	-4	-6	-18	1.2	-13
C/C(CCc1oc2ccc(Cl)cc2c1-c1ccc(C)o1)=N\O	46*	26	0.99	-4	7	1	0.99	1
CCOC(=O)CSc1ncnc2c1sc1nc(N3CCOCC3)c3c(c12)CCCC3	-10	13	0.82	0	0	8	0.92	18
CCOc1ccc(OCc2ccc(C(=O)NCc3ccncc3)o2)cc1	-15	5	1.5	-2	-10	-11	1.1	-45
